STEP inh: inhibitors of human striatal-enriched phosphatase STEP; P54829; recombinant STEP, OMFP fluorogenic substrate, fluorescence; inhibition, % at 20 µM; 360,000 tested, 0.25% active; AID 588621;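 active = inhibition at 20 µM, scaled per plate between control wells, above about 37%, limit read from the data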;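 note: 0% = DMSO with enzyme and substrate and 100% = substrate only without enzyme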
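material = STEP tyrosine phosphatase | reagent = fluorogenic phosphatase substrate OMFP at 25 µM final | doses = single compound dose of 20 µM, 1% DMSO final | schedule = 20 min reaction, room temperature, in the dark | measured by = fluorescence, 480/540 nm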
LMPTP inh: blocks human LMPTP phosphatase | P24666 | inhibition, % at 20 µM | 360,000 tested, 0.22% active | recombinant LMPTP-A, OMFP fluorogenic substrate, fluorescence intensity;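 active = compounds that cut the enzyme signal by at least half of the control window in the single-dose screen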;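 note: plate controls were DMSO wells with enzyme plus substrate for no effect and substrate without enzyme for full effect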
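Assay system: LMPTP-A enzyme. Input: 0.625 nM LMPTP-A final. Probe or stimulus: 400 µM OMFP. Compound dosing: single 20 µM dose. Schedule: 50 min dark incubation at room temperature. Detection: fluorescence intensity of OMFP turnover product. Read-out: percent inhibition versus substrate-only and uninhibited controls. Benchmarks: no-enzyme low control, uninhibited high control.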
MsrA inh: bovine MsrA inhibition; purified bovine MsrA, absorbance read-out; inhibition, % at 15.5 µM; 360,000 tested, 0.75% active; AID 651718; in the data active = inhibition above about 4.5%;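 note: 0% = vehicle wells with enzyme and 100% = reference inhibitor wells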
DNMT1 block: blocks human DNA methyltransferase DNMT1 | AID 588458 | DNMT1 molecular beacon, Hinp1I cleavage, fluorescence | 360,000 tested, 0.83% active | inhibition (reported as % activation of signal), % at 10 µM | P26358; in the data active = inhibition above about 50%
Target sequence (P26358 504-1616 limits assumed): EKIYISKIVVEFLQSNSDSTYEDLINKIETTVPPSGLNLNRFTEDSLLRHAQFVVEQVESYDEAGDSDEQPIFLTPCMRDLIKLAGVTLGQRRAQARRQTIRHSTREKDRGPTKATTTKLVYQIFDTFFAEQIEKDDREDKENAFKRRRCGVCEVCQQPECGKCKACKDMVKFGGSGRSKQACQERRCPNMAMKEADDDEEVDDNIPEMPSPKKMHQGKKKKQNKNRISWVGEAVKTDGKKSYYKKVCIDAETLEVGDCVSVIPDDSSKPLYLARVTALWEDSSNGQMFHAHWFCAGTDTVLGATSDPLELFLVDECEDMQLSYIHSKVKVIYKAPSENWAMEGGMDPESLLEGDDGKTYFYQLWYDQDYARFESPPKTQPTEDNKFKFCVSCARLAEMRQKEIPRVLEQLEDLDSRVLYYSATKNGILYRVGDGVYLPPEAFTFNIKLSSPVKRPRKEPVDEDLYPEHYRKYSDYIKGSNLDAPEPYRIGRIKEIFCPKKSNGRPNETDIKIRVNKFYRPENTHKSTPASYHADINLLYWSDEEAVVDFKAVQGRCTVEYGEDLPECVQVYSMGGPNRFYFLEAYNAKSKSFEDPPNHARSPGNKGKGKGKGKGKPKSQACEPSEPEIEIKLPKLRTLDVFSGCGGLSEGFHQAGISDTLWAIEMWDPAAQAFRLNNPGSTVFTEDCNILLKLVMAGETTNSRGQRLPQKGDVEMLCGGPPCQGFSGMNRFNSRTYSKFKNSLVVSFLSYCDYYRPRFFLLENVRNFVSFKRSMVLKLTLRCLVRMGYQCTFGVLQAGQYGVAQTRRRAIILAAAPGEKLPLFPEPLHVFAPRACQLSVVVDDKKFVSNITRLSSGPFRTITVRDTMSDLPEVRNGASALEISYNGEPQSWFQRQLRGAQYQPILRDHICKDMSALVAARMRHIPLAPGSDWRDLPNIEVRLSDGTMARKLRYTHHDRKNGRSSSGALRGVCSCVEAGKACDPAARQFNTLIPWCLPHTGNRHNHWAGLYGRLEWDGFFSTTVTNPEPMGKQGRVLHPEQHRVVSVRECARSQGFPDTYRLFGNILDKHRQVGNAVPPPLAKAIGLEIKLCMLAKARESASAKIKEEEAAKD
bovine MsrA act: activates bovine MsrA enzyme; purified bovine MsrA, absorbance read-out; activation, % at 10.6 µM; 360,000 tested, 0.3% active; AID 602163; in the data active = activation above about 7.5%;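 note: 0% = vehicle and 100% = reference activator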
SUMO1-SIM PPI: SUMO1-SIM interaction modulation; P63165; SUMO1 binding to a labelled peptide, TR-FRET, 1 h; inhibition, % at 20 µM; 360,000 tested, 0.33% active; in the data active = inhibition above about 37%
TbMetRS inhib: blocks T. brucei methionyl-tRNA synthetase activity | purified T. brucei MetRS, ATP depletion, Kinase-Glo luminescence | 360,000 tested, 0.4% active | AID 624268 | inhibition, % at 11.9 µM;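 active = inhibition above a per-plate cutoff of the control wells' mean inhibition plus 3 SD, cut at about 5.5% in these data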;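 note: 0% = DMSO wells median and 100% = median of wells with control inhibitor compound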
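System: purified T. brucei MetRS enzyme / Detection: Kinase-Glo luciferase luminescence reporting remaining unconsumed ATP / Medium: HEPES buffer with MgCl2, KCl, DTT, spermine, BSA, pyrophosphatase / Replication: singlicate, one well per compound / Evaluation: percent inhibition relative to median high and low control wells / Schedule: 2 h aminoacylation at 25 °C after 15 min preincubation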
CendR NRP1 mod: alters CendR peptide binding to human NRP-1; O14786; FAM-RPARPAR peptide binding to NRP-1, fluorescence polarization; inhibition, % at 25 µM; 360,000 tested, 0.85% active; AID 602438;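 active = inhibition or corrected inhibition above about 18%, plus a signal ratio from 0.5 to 1.5, limit read from the data, passing the limit was not always enough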; note: strong numbers were not always called active
eLon inh: inhibits E. coli Lon protease; purified E. coli Lon protease, fluorescence polarization; P0A9M0; inhibition, % at 7.94 µM; 360,000 tested, 0.42% active; AID 602123; in the data active = inhibition above about 13%, passing the limit was not always enough;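 note: 0% = enzyme with probe and DMSO and 100% = no enzyme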
Scp-1 inhibitor: blocks human Scp-1 phosphatase activity; Recombinant Scp1, phosphopeptide, malachite green phosphate absorbance; inhibition, % at 20 µM; 340,000 tested, 0.88% active;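 active = inhibition above about 50% at 20 µM, limit read from the data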;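 note: plate controls were DMSO wells with enzyme for no effect and wells lacking enzyme for full effect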
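Test system: SCP-1 catalytic domain; Buffer or medium: Acidic Tris acetate buffer with magnesium and detergent; Also added: Phosphorylated 17-residue peptide substrate; Compound: single 20 µM dose, 1% DMSO; Schedule: enzyme reaction 45 min at room temperature, colour 5 min, stabilisation 30 min; Signal: Phosphate-binding colour reagent, absorbance read at 630 nm.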
Active calls of the source: *; nt = not tested or not shown.

Values run as follows: DNMT1 block	bovine MsrA act	eLon inh	STEP inh	MsrA inh	SUMO1-SIM PPI	Scp-1 inhibitor	TbMetRS inhib	CendR NRP1 mod	LMPTP inh
[1] Cc1ccc(S(=O)(=O)NC(=O)NC(C)(C)C)cc1
    4	-3	-5	-2	0.6	-4	-2	-0.5	-3	-0.3
[2] O=C(Nc1ccc(S(=O)(=O)Nc2ncccn2)cc1)c1ccc(Br)s1
    -1	-10	28*	-2	0.4	8	1	-1.2	-5	-1.2
[3] CC(=O)O[C@@]1(C)C[C@@H](O)[C@]2(O)C=CO[C@@H](O[C@@H]3O[C@H](CO)[C@@H](O)[C@H](O)[C@H]3O)[C@@H]21
    1	-1	4	1	0.8	-5	0	-0.3	-3	-0.4
[4] COc1cc(/C=C(\C(=O)O)c2ccc(S(=O)(=O)N3CCCC3)s2)ccc1OCCC(C)C
    22	-4	-2	3	3.1	-7	29	0.1	-10	1.1
[5] Cc1ccc(C(=O)COC(=O)CNC(=O)c2ccc(Br)o2)cc1[N+](=O)[O-]
    5	-2	5	-1	0.3	-10	-1	3.1	1	-1.3
[6] Cc1cc(C=C2C(=O)CCCC2=O)c(C)n1-c1ccccc1
    26	1	-8	0	-0.3	0	-1	-0.6	-11	-0.5
[7] Cc1ccccc1NC(=O)C1C2C=CC(C3CC23)C1C(=O)O (centres undefined)
    4	-2	1	6	0.8	7	-3	1.1	-14	0.3
[8] COc1ccc(Nc2ccc(S(=O)(=O)N3CCCCC3)cc2[N+](=O)[O-])cc1Cl
    -3	-6	1	4	1.0	-17	-4	-0.8	-17	0.8
[9] COc1ccc(/[N+]([O-])=C/c2ccoc2)cc1
    4	-1	-6	-2	0.3	-18	0	-0.2	-5	1.2
[10] CC1C(=O)N2CCCc3cc(S(=O)(=O)N(C)CCC#N)cc1c32 (centres undefined)
    2	-1	5	1	-0.4	-4	-5	-0.4	0	1.0
[11] COc1ccc(-c2cc3c(=O)n(CC(=O)N4CCCCC4)ncn3n2)cc1
    3	-5	-7	3	-0.5	35	-5	-0.2	-2	-1.8
[12] COc1cc(-c2noc(CCCC(=O)Nc3cccnc3)n2)cc(OC)c1OC
    2	-5	0	-2	0.0	4	-8	-0.9	-5	-1.4
[13] Cc1nn(-c2ccccc2)c(NC(=O)C(C)C)c(-c2ccccc2)c1=O
    -2	-2	-3	-3	1.3	-1	-7	-0.7	-16	-3.0
[14] COc1cc([N+](=O)[O-])cc2sc(NC(C)=O)nc12
    0	-8	-11	0	1.5	-37	12	-0.9	1	-0.8
[15] CC1Nc2ncnc(N3CCN(c4ccccc4)CC3)c2N(Cc2ccc(Cl)cc2)C1=O (centres undefined)
    -4	-10	-10	2	-0.1	6	9	-0.4	-17	-0.7
[16] COC(=O)C1=CNC=C(C(=O)OC)C1c1ccc(C(=O)OC)cc1
    -1	-7	-23	-10	0.9	-11	-4	-0.9	-4	-1.4
[17] CCCCNC(=O)CSc1nc2ccsc2c(=O)n1CCCC(=O)NCCc1ccc(S(N)(=O)=O)cc1
    0	-4	-4	3	-1.3	0	0	-0.7	-5	-1.2
[18] CCOc1ccc(CCNC(=O)c2ccc(CS(=O)Cc3ccccc3Cl)o2)cc1 (centres undefined)
    -1	-5	4	1	0.2	-5	-3	-0.6	4	-0.3
[19] COc1ccc(CN2CCN(CCCc3ccccc3)C(CCO)C2)cc1OC (centres undefined)
    -4	-4	-3	2	-1.1	3	-6	-0.4	2	-0.7
[20] COc1cccc(CC2(CO)CCN(Cc3ccc4cccc(F)c4n3)CC2)c1
    -3	-3	-14	5	0.4	-4	-5	-0.4	4	-1.4
[21] COc1ccc(N2CC(C(=O)N[C@@H](C)C(=O)N3CCCCC3)CC2=O)cc1 (some centres undefined)
    1	-1	1	0	0.4	-2	-6	0.1	-3	-0.6
[22] O=C(CCc1nc2ccccc2c(=O)[nH]1)Nc1cc(C(F)(F)F)ccc1N1CCCC1
    -2	-1	-7	1	0.7	-2	1	0.0	-7	6.7
[23] CCN(CC)c1ncnc2c1ncn2[C@H]1CN(Cc2cccs2)C[C@@H](CO)O1
    4	0	-5	-1	0.6	-1	nt	-0.2	-6	1.1
[24] N#CCCN1CCN(S(=O)(=O)c2ccc(S(=O)(=O)N3CCCCCC3)cc2)CC1
    2	-2	-4	1	-1.1	6	-4	-0.3	-2	-1.7
[25] COC(=O)c1ccc(Oc2nc(SC)nc(N(C)C)n2)cc1
    -4	0	-7	0	0.6	0	-3	-0.1	-7	-1.0
[26] O=C(C1CCCN1S(=O)(=O)c1ccc(Br)cc1)N1CCOCC1 (centres undefined)
    0	-7	-1	-2	-0.4	2	-15	-1.0	7	-2.7
[27] Cc1cc(C)nc(N2CCC(C(=O)Nc3nnc(C)s3)CC2)n1
    0	-2	1	-1	-1.1	3	-13	-0.1	-3	-0.7
[28] COc1ccc(CCNC(=O)c2ccc(Cl)c(S(=O)(=O)N(C)c3ccccc3)c2)cc1
    -8	-2	3	2	0.4	3	-18	0.6	23*	3.2
[29] Cc1cc(NC(=O)CSc2ccc3nnc(CCNS(=O)(=O)c4ccccc4)n3n2)no1
    -1	-3	-2	2	0.3	-1	-4	-0.1	-1	-2.4
[30] COc1ccc(S(=O)(=O)N2CCN(CCO)CC2)cc1-c1nnc2c3ccccc3c(C)nn12
    4	-5	-7	-4	-0.5	2	-3	-0.2	-1	0.0
[31] Cc1ccc(N(C(=O)C(F)(F)F)C(C(=O)NC2CCCCC2)c2cccs2)cc1C (centres undefined)
    46	-1	-4	-2	0.9	-2	-8	-1.0	-9	-1.0
[32] COc1ccc(C(=O)N/N=C/c2cccnc2)cc1
    1	-3	0	-1	1.2	-4	-4	-0.1	4	-0.1
[33] CCOC(=O)COc1nc(C)cc(C(F)(F)F)c1C#N
    -1	-3	-4	-2	2.6	-10	-14	-0.3	4	-1.0
[34] CCC(=O)Nc1ccc(NC(=O)CSc2nc3c(c(=O)n(C)c(=O)n3C)n2CC)cc1
    -1	-1	-10	-1	-0.9	0	-3	-0.4	-6	-1.5
[35] COc1cccc(N2CCN(CC(=O)NCc3ccccc3)CC2)c1
    2	-2	-2	-3	0.8	5	-8	0.6	6	-1.2
[36] OCC1OC(n2cnc3c(NC4CCCCC4)ncnc32)C(O)C1O (centres undefined)
    4	-12	0	-3	-0.9	7	4	-2.5	-7	1.4
[37] CCN(C[C@H]1N[C@@](C)(C(=O)OC)[C@H]2C(=O)N(Cc3ccccc3)C(=O)[C@@H]12)C(=O)Nc1ccccc1
    -3	-2	-1	-1	-0.6	3	1	0.5	-4	-0.4
[38] COCCN(C(=O)Nc1ccccc1)C(C)c1cccnc1 (centres undefined)
    -3	2	-9	-3	-0.5	-1	-10	0.1	-16	-0.7
[39] O=C(c1cccc(C(F)(F)F)c1)N1CCN(c2cc(=O)[nH]nc2-c2ccccc2)CC1
    -3	-3	3	2	0.1	1	1	-1.1	8	-2.6
[40] O=C(OCC(=O)N1CCCCC1)c1ccc(OC(F)(F)F)cc1
    5	-3	2	-2	-1.6	1	0	-0.3	3	-1.6
[41] O=C(CN1CCN(Cc2ccccc2)CC1)Nc1cccc(Cl)c1
    -10	-2	5	-1	0.6	5	-4	-1.1	-19	-0.3
[42] CCc1nc(C)cn1S(=O)(=O)c1cc(Br)c(C)cc1OC
    4	-4	-7	2	-0.3	-2	-10	-0.1	-6	-0.8
[43] Cc1ccc(NC(=O)/C(=C/c2ccncc2)NC(=O)c2ccccc2)cc1
    3	-4	3	-1	0.9	-7	-8	1.4	2	-2.1
[44] CCn1cc(-c2nnnn2-c2ccc(Cl)cc2)c(=O)c2ccccc21
    13	5	-7	-1	0.6	1	-4	0.0	0	0.6
[45] Cc1ccc(N2CC(C(=O)OCc3ccccc3)CC2=O)cc1 (centres undefined)
    0	-4	4	-3	1.8	-2	-2	-0.7	-3	-2.2
[46] CCN(C[C@H]1N[C@@](Cc2ccccc2)(C(=O)OC)[C@H]2C(=O)N(Cc3ccccc3)C(=O)[C@@H]12)S(=O)(=O)c1ccc(OC(F)(F)F)cc1
    3	-2	6	0	0.6	5	-4	-0.6	-1	-5.6
[47] CCC(CC)NC(=O)C1CCN(c2ccc(S(=O)(=O)N3CCOCC3)cc2[N+](=O)[O-])CC1
    0	-3	-1	3	-0.7	-27	-5	-0.3	3	-1.3
[48] COc1ccc(NC(=O)CC2C(=O)OCC3CCCCN32)cc1Cl (centres undefined)
    3	-2	2	3	-0.6	4	7	0.3	-12	1.5
[49] CC(C)C(=O)NNC(=O)c1c(O)c2ccccc2[nH]c1=O
    1	-2	0	1	0.0	-3	-3	-0.3	-4	0.0
[50] COc1ccc(C)c2sc(=NC(=O)c3ccc(C(C)=O)cc3)n(C)c12
    21	-4	2	0	0.6	2	-11	-0.5	-2	1.3
[51] O=c1oc2ccccc2c(N2CCCCC2)c1CN1CCCC1
    3	-2	-7	-3	0.4	2	0	0.0	8	-1.2

Reprinted at random: 2 compounds from above, in no set order.
Values run as follows: DNMT1 block	bovine MsrA act	eLon inh	STEP inh	MsrA inh	SUMO1-SIM PPI	Scp-1 inhibitor	TbMetRS inhib	CendR NRP1 mod	LMPTP inh
[42] CCc1nc(C)cn1S(=O)(=O)c1cc(Br)c(C)cc1OC
    4	-4	-7	2	-0.3	-2	-10	-0.1	-6	-0.8
[49] CC(C)C(=O)NNC(=O)c1c(O)c2ccccc2[nH]c1=O
    1	-2	0	1	0.0	-3	-3	-0.3	-4	0.0

Screening data deposited in PubChem BioAssay by several laboratories.
